# SENP1 inh – SENP1 (human) catalytic domain inhibition. Q9P0U3. recombinant SENP1 catalytic domain, CyPet-SUMO1-YPet FRET cleavage. inhibition, % at 10 µM. actives 0.21% (n = 360,000). AID 624204;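 active means inhibition at least 30% at 10 µM, raw YFP signal under a set limit, fluorescence ratio 0.5 to 1.5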;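 further: 0% = enzyme with DMSO and 100% = no enzyme wells; some results filed as inactive read as strong as hits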
# Target sequence (Q9P0U3 419-644 limits assumed): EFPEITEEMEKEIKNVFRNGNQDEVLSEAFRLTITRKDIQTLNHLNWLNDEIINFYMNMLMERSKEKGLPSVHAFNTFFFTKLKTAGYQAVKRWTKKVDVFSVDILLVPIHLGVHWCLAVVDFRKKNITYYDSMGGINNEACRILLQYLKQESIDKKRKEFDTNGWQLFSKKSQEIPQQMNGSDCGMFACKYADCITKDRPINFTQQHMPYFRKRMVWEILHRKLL
#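 System: Recombinant human SENP1 catalytic domain, His6-tagged | Incubation: Enzyme reaction for 50 min at room temperature, dark | Medium: Tris pH 8 with BME, BSA, NP40 and catalase | Also added: 25 nM SUMO1 FRET substrate | Compound: 10 µM single point, 0.5% DMSO | Measured by: FRET fluorescence in CFP and YFP emission channels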
# ATG4B inhibitor – inhibitors of human ATG4B cysteine protease; Q9Y4P1; ATG4B cleavage of LC3-PLA2, NBD-HPC fluorescence, 1 h; inhibition, % at 8.33 µM; actives 0.51% (n = 340,000); AID 504462; in the data active means inhibition above about 40%
# Target sequence (Q9Y4P1 whole entry, looked up): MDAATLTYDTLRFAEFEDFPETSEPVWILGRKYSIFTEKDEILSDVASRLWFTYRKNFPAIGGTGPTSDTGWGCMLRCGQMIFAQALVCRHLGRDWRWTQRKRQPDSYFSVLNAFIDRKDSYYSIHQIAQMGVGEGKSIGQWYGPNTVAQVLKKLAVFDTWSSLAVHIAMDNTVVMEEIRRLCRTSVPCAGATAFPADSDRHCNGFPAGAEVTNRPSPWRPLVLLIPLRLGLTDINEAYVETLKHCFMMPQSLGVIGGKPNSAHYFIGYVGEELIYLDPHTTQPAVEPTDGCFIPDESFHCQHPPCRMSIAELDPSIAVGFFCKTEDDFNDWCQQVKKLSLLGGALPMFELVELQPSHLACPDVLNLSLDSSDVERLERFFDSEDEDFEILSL
# SENP6 block – blocks the human protease SENP6; Q9GZR1; Recombinant SENP6 catalytic domain, aminoluciferin luminescence; inhibition, % at 10 µM; actives 1.8% (n = 330,000);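 active means inhibition above about 50% at the single tested dose, limit read from the data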;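 further: plate controls were DMSO wells with enzyme for no effect and DMSO wells lacking enzyme for full effect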
# NR3A LBD binder – modulates the human NR3A ligand-binding domain; Tm shift relative to glycine control, % at 25 µM; actives 2.5% (n = 340,000); AID 1259313; NR3A LBD differential scanning fluorimetry, Tm shift; 0% = protein alone, 100% = glycine-bound protein;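 active means melting temperature shift of at least 10% of the positive control shift, at one fixed dose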
# MPTP block – permeability transition pore inhibition | inhibition, % at 10 µM | isolated mouse mitochondria, Ca2+ swelling absorbance, 30 min | actives 1.4% (n = 360,000);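 active means inhibition of 50% or more, scaled per plate between neutral and stimulator controls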;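 further: 0% = DMSO wells given calcium and 100% = 1 mM EGTA wells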
# SENP8 block – SENP8 (human) protease inhibition; Q96LD8; AID 602440; actives 0.64% (n = 360,000); inhibition, % at 20 µM; recombinant SENP8, Nedd8 substrate fluorescence; in the data active means inhibition mostly above about 40%, no sharp cut-off; inactive means mostly below about 27%
# Target sequence (Q96LD8 whole entry, looked up): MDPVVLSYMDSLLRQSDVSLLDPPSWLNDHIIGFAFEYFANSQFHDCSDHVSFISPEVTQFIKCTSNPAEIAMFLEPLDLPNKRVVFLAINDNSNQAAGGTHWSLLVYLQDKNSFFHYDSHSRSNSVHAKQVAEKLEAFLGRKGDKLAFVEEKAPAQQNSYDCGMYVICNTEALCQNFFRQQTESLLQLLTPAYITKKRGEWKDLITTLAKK
# hIAP activ – human IAP activation | actives 0.16% (n = 330,000) | P09923 | purified human IAP, CDP-Star luminescence, 30 min; active compounds read high; 1 = vehicle-only enzyme, 0 = enzyme-free background | activation factor at 10 µM;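 active means activation factor of the enzyme at least 2-fold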; further: the source names both 10 and 20 µM as test concentration; values of inactives mirror those of a sister screen read the other way
# PfG6PD inh – PfG6PD (Plasmodium falciparum) enzyme inhibition. actives 0.78% (n = 350,000). PfGluPho enzyme, NADPH resazurin-diaphorase fluorescence. inhibition, % at 20 µM. AID 504690;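 active means inhibition reaching at least a set limit at 20 µM in the primary screen, cut at about 59% in these data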;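 further: 0% = DMSO wells with substrate and 100% = DMSO wells lacking glucose-6-phosphate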
# * = called active by the depositor; x = not tested or not shown. Rows are unselected; 6.7% or so of the library scored in one or more.
# The first five entries, to show the layout:
SMILES,SENP1 inh,ATG4B inhibitor,SENP6 block,NR3A LBD binder,MPTP block,SENP8 block,hIAP activ,PfG6PD inh
Fc1cccc(Cl)c1CNCc1ccccc1Cl,0,10,7,-1,-6.3,31,1.1,-10
Cn1c(O)c(N=NC(=O)C2COc3ccccc3O2)c2ccccc21 (configuration not stated),3,4,-8,1,0.0,31,0.91,9
Cc1cc(S(=O)(=O)Nc2ccc(C(=O)NCC3(N4CCCCC4)CCCCC3)cc2)ccc1F,3,-15,-10,3,-0.3,8,0.96,-4
Cc1cc(C(=O)COC(=O)c2ccccc2O)c(C)n1Cc1cccs1,0,9,92*,0,-0.8,-8,0.69,16
O=c1[nH]c(-c2ccco2)nc2sc3c(c12)CCCC3,-9,-8,51*,-4,1.4,-53,0.89,4

# The list itself (from the top)
SMILES,SENP1 inh,ATG4B inhibitor,SENP6 block,NR3A LBD binder,MPTP block,SENP8 block,hIAP activ,PfG6PD inh
Fc1cccc(Cl)c1CNCc1ccccc1Cl,0,10,7,-1,-6.3,31,1.1,-10
Cn1c(O)c(N=NC(=O)C2COc3ccccc3O2)c2ccccc21 (configuration not stated),3,4,-8,1,0.0,31,0.91,9
Cc1cc(S(=O)(=O)Nc2ccc(C(=O)NCC3(N4CCCCC4)CCCCC3)cc2)ccc1F,3,-15,-10,3,-0.3,8,0.96,-4
Cc1cc(C(=O)COC(=O)c2ccccc2O)c(C)n1Cc1cccs1,0,9,92*,0,-0.8,-8,0.69,16
O=c1[nH]c(-c2ccco2)nc2sc3c(c12)CCCC3,-9,-8,51*,-4,1.4,-53,0.89,4
O=C(CCC1CCCC1)Nc1cccc(Cc2ccncc2)c1,2,8,-3,0,-1.3,-4,1.3,3
O=C(COC(=O)Cc1ccc(S(=O)(=O)N2CCOCC2)s1)NCc1ccccc1,3,3,-9,0,1.2,14,1.1,-4
CC(C)CC(=O)C1=C(O)C(=O)N(Cc2ccccc2)C1c1ccccc1 (configuration not stated),-1,2,-22,0,0.1,6,1.1,0
COc1cc(C2NC(=O)NC(C)=C2C(=O)OC2CCC(C)CC2)ccc1O (configuration not stated),1,-15,-8,2,2.2,-1,1.2,3
O=C(CSc1nc2ccccc2[nH]1)Nc1c(F)cccc1F,0,2,-18,1,-0.6,14,1.1,-1
CC(C)CCNC(=O)NC(=O)CSc1nnc(-c2ccccc2F)n1N,1,-4,-25,1,1.7,5,0.91,1
O=C(NCCS(=O)(=O)N1CCN(c2ccc(F)cc2)CC1)C12CC3CC(CC(C3)C1)C2,0,-17,3,-3,1.5,7,0.96,11
COc1ccc(C2=NOC(C(=O)NCc3cccnc3)C2)cc1 (configuration not stated),3,16,-40,1,1.6,10,1,-14
O=C(NC1CCN(C(=O)c2cccs2)CC1)c1ccccc1,1,3,11,-3,1.3,14,0.93,6
N#C/C(=C\c1ccc(-c2cccc(Cl)c2)o1)C(=O)Nc1cccc2cccnc12,-8,2,-10,-1,-0.1,14,1,-9
Cc1ccc(NC2CCCN(C(=O)c3ccccc3-c3ncc[nH]3)C2)cc1C (configuration not stated),-1,2,0,-2,1.0,4,0.95,-5
CN(C)c1c(F)cc(-c2nn[nH]n2)cc1F,2,-3,-9,1,-3.2,24,1.2,1
CCc1cc(=O)oc2cc(OC(C)C(=O)NCCCn3ccnc3)ccc12 (configuration not stated),0,-1,5,-3,-1.7,-67,0.87,3
COc1ccc(OC)c(S(=O)(=O)N2CCC(c3nc4ccccc4[nH]3)CC2)c1,0,-2,-15,0,-0.2,5,0.99,2
CCOC(=O)C[C@H]1c2ccc(C(F)(F)F)cc2S(=O)(=O)N1C1CCCC1,1,0,-4,-1,0.2,-1,1,7
Cc1ccc(N2C(=O)c3cccc4c([N+](=O)[O-])ccc(c34)C2=O)c2cccnc12,-35,-4,-12,1,5.7,-386,1,13
O=S1(=O)NC(C2CC2c2ccccc2)CCO1 (configuration not stated),2,-6,-5,1,-1.0,9,0.95,11
CC(C)N(CCn1cnc2c([nH]c3ccccc32)c1=O)C(C)C,12,3,-6,-1,2.0,-144,1.1,-13
COc1ccc(N2CCN(CCCNC(=O)C3CCCN(S(=O)(=O)c4c(C)n[nH]c4C)C3)CC2)cc1 (configuration not stated),-2,-13,3,-1,0.6,18,1,-5
Cc1ccc(C(=O)NCc2ccco2)cc1S(=O)(=O)N1CCOCC1,2,-7,-10,2,-0.9,12,1,10

# Next part:
SMILES,SENP1 inh,ATG4B inhibitor,SENP6 block,NR3A LBD binder,MPTP block,SENP8 block,hIAP activ,PfG6PD inh
CN(C)c1ccc(/C=N/NC(=O)c2cc(=O)[nH]c3ccccc23)cc1,4,6,-10,-1,-1.6,14,1,11
Cc1cccc(Cn2nnc3c2C(=O)c2ccccc2C3=O)c1,3,-5,25,1,12,34,0.87,-4
Cc1nn(-c2ccccc2)c2c1C(c1ccco1)C(C#N)=C(N)O2 (configuration not stated),-3,0,2,0,0.6,31,0.95,17
CCCC(=O)Nc1ccc(-c2ccc(NC(=O)CCC)cc2)cc1,2,-9,-2,-6,-0.8,-4,1.1,14
COc1ccccc1OCCNC(=O)c1cc([N+](=O)[O-])cc([N+](=O)[O-])c1,0,3,6,-1,-0.4,6,1,-10
CCO/C(C)=N/n1c2nc3ccccc3nc2c2c(=O)n(CC(C)C)c(C)nc21,-20,-10,-13,-1,1.3,-413,1.1,-10
COc1ccc(OC)c(C(=O)NC2CCCc3c2cnn3-c2cc(C)cc(C)c2)c1 (configuration not stated),1,x,x,x,1.5,-24,x,2
CC(C)CCn1c(O)c(N=NC(=O)c2ccco2)c2ccccc21,3,-20,-20,2,-0.5,3,0.93,10
Cc1cc(C)cc(C(=O)N2CCN=C2SCc2ccc([N+](=O)[O-])cc2)c1,6,-2,-20,-2,2.6,22,1.2,2
CCOc1ccccc1-n1nnnc1SCC(=O)N(C)C1CCS(=O)(=O)C1 (configuration not stated),2,x,x,x,-0.3,22,x,-18
CCCC(=O)Nc1nnc(SCC(=O)NC2CC2)s1,-1,6,2,-1,-2.3,6,0.96,-12
CCN1CCN(CCCNC(=O)c2ccc(NC(=O)C3=C(C)OCCS3)cc2)CC1,-1,-2,5,2,0.6,10,1.1,10
O=C(CCCOc1ccc(Br)cc1)NCCc1ccc(OC(F)F)cc1,-1,1,-7,-6,-1.0,2,1,-1
CCCC/C(O)=C/c1nc2ccccc2[nH]c1=O,-68,-1,0,-2,-0.7,-82,0.79,7
COc1ccc(C(=O)CC2(C(=O)O)CCCCC2)cc1,1,2,0,0,0.1,11,0.93,-18
CC(C)Oc1ccc(CNS(=O)(=O)c2csc(C(N)=O)c2)cc1,0,5,-10,0,-0.9,13,1,-25
CCS(=O)CCSc1nc2ccccc2s1 (configuration not stated),2,7,-1,-2,-1.4,32,1.1,4
CC(C)(C)OC(=O)N1CCC[C@H]1C(=O)N/N=C/c1cccc2cccnc12,0,-4,-26,14*,0.7,18,1.3,1
CCn1cc(/C=C(\NC(=O)c2ccc(OC)c(OC)c2)C(=O)NCCCO)c2ccccc21,-3,-1,-44,-1,2.3,-9,1.1,-21
Cc1[nH]c2ccccc2c1Cc1nnc(SCC(N)=O)o1,-36,-4,-4,1,-0.3,11,1.2,19
CCCCNC(=O)N1CCCC(N(C)CCc2ccc(OC)c(OC)c2)C1 (configuration not stated),-2,0,-11,-2,0.0,16,1.1,-10
COc1ccccc1NS(=O)(=O)c1cc(NC(=O)Nc2ccccc2)ccc1N1CCCCC1,0,2,x,20*,30,11,x,11
Cc1ccc(C(=O)n2nnc3ccccc32)cc1[N+](=O)[O-],2,-4,-19,0,0.4,25,0.99,-2
O=C(N/N=C/c1ccc([N+](=O)[O-])cc1)c1cccc2cc[nH]c12,4,-3,-32,5,-1.4,22,0.84,-6
CCc1nnc(NC(=O)CSc2nnc(-c3ccccc3O)o2)s1,1,-7,5,2,-1.2,-186,1.2,-38

# Next section.
SMILES,SENP1 inh,ATG4B inhibitor,SENP6 block,NR3A LBD binder,MPTP block,SENP8 block,hIAP activ,PfG6PD inh
O=C(N/N=C/C=C/c1ccccc1)c1cccs1,1,-2,-26,9,-0.2,7,0.84,-7
CCC(C)(C)NC(=O)C(c1cccc(OC)c1)N(C(=O)CNC(=O)c1cccs1)c1cccnc1 (configuration not stated),1,-4,-8,-1,-0.3,8,1.1,-10
O=C(CCn1c(=O)oc2ccccc21)Nc1ccccc1,-2,-8,13,1,-0.7,14,1.1,48
CNC(=O)c1ccccc1NC(=O)C1CC(=O)N(C(C)C)C1 (configuration not stated),2,-1,2,-1,0.7,13,0.98,-4
O=C(N/N=C\c1ccc(O)c([N+](=O)[O-])c1)C1COc2ccccc2O1 (configuration not stated),-3,0,-9,0,0.9,14,1.1,21
CC(Oc1ccccc1)C(=O)NN1Cc2ccccc2C1=N (configuration not stated),1,2,-8,-1,-1.4,17,1.1,0
CCN(C(=O)c1cc2c(=O)n3ccccc3nc2n1C)C1CCCCC1,-101,-5,-3,-3,-1.3,-352,0.89,4
CCN(CCNc1ccc(Cl)cc1[N+](=O)[O-])C(=O)c1cc([N+](=O)[O-])c(N(C)C)cc1OC,2,-1,-9,16*,-2.2,19,0.73,16
COc1ccc(-n2c(SCC(=O)Nc3sc4c(c3C#N)CCCC4)nnc2-c2ccc(O)cc2)cc1,0,7,-13,1,6.1,36,1.1,-2
Cc1ccc(N(C(=O)c2snc(C(N)=O)c2N)C(C(=O)NC2CCCC2)c2ccncc2)cc1 (configuration not stated),-14,1,-11,-12,0.8,-362,0.98,-6
CC(C)Oc1ccc(C(CC(=O)O)NC(=O)Cc2ccc(Cl)cc2)cc1 (configuration not stated),-1,3,10,-1,2.3,9,0.92,1
CCCC[C@@H]1CN=C(N)N1CCCC,1,-4,6,-1,1.3,20,0.89,-8
O=C(CCc1nnc(-c2ccccc2)o1)NCC1CCN(C2CCCC2)CC1,50*,0,-11,-1,-1.6,9,1.1,-1
CCCCOCCO,3,4,x,0,-1.1,10,x,-10
COc1ccc(NC(=O)CN(C)C(=O)/C=C/c2cn(Cc3ccccc3)nc2-c2cccnc2)cc1,3,-11,-1,0,-0.2,-9,0.94,-1
CN(CC(=O)Nc1c(Cl)cccc1Cl)C(=O)c1ccc(NS(=O)(=O)c2ccc3[nH]c(=O)[nH]c3c2)cc1,2,-5,x,2,-0.4,17,x,-20
C[C@@H]1CN([C@H](C)CO)C(=O)Cc2cc(NC(=O)Nc3ccccc3)ccc2O[C@@H]1CN(C)C(=O)Nc1ccc2c(c1)OCO2,2,-5,-28,-8,-0.2,13,1.2,16
CCN(CC)S(=O)(=O)c1ccc(NC2c3ccccc3C(=O)N2CCN2CCOCC2)cc1 (configuration not stated),3,-4,-12,5,1.8,6,1,-13
O=c1[nH]n(CCO)c(=O)c2cccnc12,0,-5,-3,3,1.0,13,0.91,0
CCNC(=S)NNC(=O)c1ccncc1,0,-3,-20,-2,0.3,9,1.1,-6
CC1(C)C(=O)C2(CCCCC2)C(=O)OC1C(=O)c1ccccc1 (configuration not stated),1,-3,-15,0,-2.7,11,1,-8
COC(=O)c1cccc(NC(=O)CSc2nc(C)cc(=O)[nH]2)c1,1,-7,-9,-1,1.4,7,0.98,-4
CCN(Cc1ccccc1)C(=O)c1c(-c2ccccc2Cl)noc1C,2,1,12,-1,-0.1,12,1.2,10
N=c1c(C(=O)NC2CCCC2)cc2c(=O)n3ccccc3nc2n1C1CCCCC1,-23,-4,-3,-3,-1.1,-308,0.87,29
Cn1cc(S(=O)(=O)NCCc2ccccc2)c(=O)n(C)c1=O,0,-1,-8,0,2.7,27,0.98,-4
CN(C)n1cccc1/C=C(\C#N)S(=O)(=O)c1cccc(Cl)c1,2,-1,-6,-1,10,4,0.81,0

# Records listed above marked active in SENP1 inh.
Molecule | SENP1 inh | ATG4B inhibitor | SENP6 block | NR3A LBD binder | MPTP block | hIAP activ | PfG6PD inh
O=C(CCc1nnc(-c2ccccc2)o1)NCC1CCN(C2CCCC2)CC1 | 50* | 0 | -11 | -1 | -1.6 | 1.1 | -1

# Screening data from PubChem.
